# Compound activity as filed in PubChem BioAssay.
# H9c2 TAG inh: inhibitors of triacylglycerol accumulation, primary screen, cell-based, uHTS, fluorescence, H9c2. H9c2 cells, Nile Red lipid (TAG) fluorescence; cells loaded with 200 µM oleic acid. inhibition, % at 12.5 µM. 230,000 tested, 0.66% active;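 active = pattern-corrected inhibition of lipid staining of at least 50% with the nuclear-stain viability signal not falling by more than 50%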;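 note: 0% = DMSO wells and 100% = triacsin C control wells; some results filed as inactive read as strong as hits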
# H9c2 TAG inh DAPI viability: further read-out of H9c2 TAG inh, marked with its call; DAPI nuclei signal change (viability), lower = more cytotoxic, %;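 whole-well DAPI fluorescence read on a plate reader as a viability signal; minus 50 percent equals half of cells still viable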
# Active calls of the source: *. Only part of the results is shown; count on the stated rates, not on these rows.
SMILES | H9c2 TAG inh | H9c2 TAG inh DAPI viability
COc1ccc(NS(=O)(=O)c2ccc(O)c(C(=O)OCC(=O)N3CCCCC3)c2)cc1 | 8 | -1
O=C(O)Cc1cn(-c2ccccc2)nc1-c1ccccc1 | 5 | 2
CCc1cccc(C)c1NC(=S)NCC(c1cccnc1)N1CCOCC1 (stereo not given) | 11 | 3
COC(=O)c1ccccc1NC(=O)n1cc(C)cn1 | 8 | -6
CCCc1cc(=O)n2c(nc3ccccc32)[nH]1 | -15 | 10
Cc1cc(C)n2nc(CNS(=O)(=O)c3ccc(C(C)(C)C)cc3)nc2n1 | 3 | 11
C=CCc1ccc(OCCCOc2ccc(C)c(C)c2)c(OC)c1 | -4 | 8
COc1cccc(CNC(=O)CNC(=S)N(Cc2ccccc2)Cc2ccccc2F)c1 | -12 | 9
CCOC(=O)C1(C)NC(c2cc(OC)c(OC)c(OC)c2)C2C(=O)N(CC)C(=O)C21 (stereo not given) | 10 | 1
COC(=O)c1cc2ccsc2n1Cc1nc(-c2cccc(Cl)c2)oc1C | -6 | 12
COc1cc2c(cc1OC)C(c1cccc([N+](=O)[O-])c1)NC(=O)C2 (stereo not given) | -1 | -10
COc1ccc([N+](=O)[O-])cc1NS(=O)(=O)c1cc(C(=O)N2CCN(C)CC2)ccc1OC | 5 | -4
CCNC(=S)NNC(=O)c1ccc(S(=O)(=O)NCc2ccco2)cc1 | -7 | 5
NC(=O)Nc1ccc(F)cc1 | 2 | 9
CCN1CCCC1CNS(=O)(=O)c1cc(Br)cc2c1N(C(=O)C1CC1)CC2 (stereo not given) | 23 | 2
CC(C)C[C@H]1COCCS(=O)(=O)N1Cc1ccc(Cl)c(Cl)c1 | 5 | -3
CNc1nc(C)nc(-n2nc(C)cc2C)n1 | 4 | -5
CC(C)Oc1ccc(CNC(=O)c2ccc3c(c2)N(C)CCS3)cc1 | -10 | 10
NC(=O)CC(NC(=O)Cc1cccc2ccccc12)c1ccc(NCCN2CCCCC2)c([N+](=O)[O-])c1 (stereo not given) | -1 | -5
c1csc(-c2nnsc2-c2nc3ccccc3[nH]2)c1 | 0 | -9
CC1(C(=O)NS(=O)(=O)c2ccc3c(c2)CCO3)CCN1C(=O)C1(c2ccc(Cl)cc2)CC1 (stereo not given) | 4 | -3
Cc1ccc(S(=O)(=O)N2CCN(CC(=O)NC(=O)NCc3ccco3)CC2)cc1C | -10 | 1
CC1(C(=O)Nc2ccccc2)CCN1C(=O)CCc1ccc(Cl)cc1Cl (stereo not given) | -4 | 10
CN1CCN(C(=O)c2cccc(-c3ccc4nccn4c3)c2)CC1 | 0 | -1
COC(=O)c1ccc(/C=N/NC(=O)CC(=O)NC2CCCCC2)cc1 | -4 | -1
O=C(N/N=C/c1ccc(Cl)c([N+](=O)[O-])c1)C1CC1 | -10 | 3
Nc1cc(OCc2ccccc2)ccc1OCc1ccccc1 | -9 | 2
CN1CCC2(CC1)NC(=O)NC2=O | 0 | 11
CCOC(=O)C1=CN(Cc2ccco2)S(=O)(=O)N(C)C1c1ccc(C(F)(F)F)cc1 (stereo not given) | 11 | -6
CC1CN(c2oc(-c3cccs3)nc2C#N)CC(C)O1 (stereo not given) | -5 | 8

# 3 entries from above, set out differently:
> COC(=O)c1ccccc1NC(=O)n1cc(C)cn1
  H9c2 TAG inh: 8; H9c2 TAG inh DAPI viability: -6

> CC(C)C[C@H]1COCCS(=O)(=O)N1Cc1ccc(Cl)c(Cl)c1
  H9c2 TAG inh: 5; H9c2 TAG inh DAPI viability: -3

> O=C(O)Cc1cn(-c2ccccc2)nc1-c1ccccc1
  H9c2 TAG inh: 5; H9c2 TAG inh DAPI viability: 2

# Next part:
SMILES | H9c2 TAG inh | H9c2 TAG inh DAPI viability
Cc1ccccc1-n1ccnc1SCC(=O)O | -13 | 6
N#C/C(=N\O)c1nc(-c2ccccc2)cs1 | 1 | 1
CC1CCC(NC(=O)CCN2C(=O)C3CC=CCC3C2=O)CC1 (stereo not given) | 1 | 0
COc1ccccc1CNC(=O)c1cc(-c2cc(Cl)ccc2C)n[nH]1 | -8 | -3
CC(=O)Nc1ccc(NC(=O)C(C)OC(=O)C(C)SCC(=O)Nc2ccc(F)cc2)cc1 (stereo not given) | 7 | -3
O=C(NNC(=O)c1n[nH]c(=O)c2ccccc12)c1ccc(Br)cc1 | 2 | 6
CCC(=O)Nc1nnc(S(=O)(=O)N2CCCc3ccccc32)s1 | 5 | -3
O=C(CCN1C(=O)/C(=C\c2ccccc2Cl)SC1=S)Nc1cccnc1 | -5 | 13
COc1ccc(C)cc1-n1nnnc1SCC(=O)NC1CCS(=O)(=O)C1 (stereo not given) | 4 | -14
O=C(CCN1C(=O)C2C3C=CC(C4CC34)C2C1=O)Oc1ccc(Br)cc1 (stereo not given) | -3 | -1
Cc1ccc(OCC(=O)Sc2ccc(C)cc2)cc1 | -13 | -2
COc1cc(-c2nc3n(n2)C(c2cccc(OC)c2OC)C2=C(CCCC2=O)N3)cc(OC)c1OC (stereo not given) | 22 | 7
CCN(CC)c1ccc2c(c1)OC(N)=C(C#N)C2c1cccnc1 (stereo not given) | 34 | -13
Nc1ccc(OCc2ccco2)cc1 | 6 | -6
O=C(NCCSC1CCCCC1)c1ccccc1 | -1 | -4
COc1ccccc1OCC(=O)N1CCNC1=O | 1 | -13
O=C(NCc1cccs1)c1ccc2sc(COCCO)nc2c1 | 11 | -4
CC(=O)Nc1ccccc1C(=O)C(=O)Nc1ccc(C(=O)NCC2CCCO2)cc1 (stereo not given) | -8 | -5
COCC1CCN(Cc2cn[nH]c2-c2cc3ccccc3o2)C1 (stereo not given) | -3 | 28
CCOC(=O)N1CCC(NC(=O)c2ccc(CS(=O)(=O)c3ccc(OC)cc3)o2)CC1 | 16 | -13
O=C(N/N=C/c1cccc(O)c1)c1ccc(COc2cccc3cccnc23)cc1 | -7 | 1
CCn1cnc2c1c(=O)n(CC(=O)Nc1ccc(C(N)=O)cc1)c(=O)n2Cc1ccccc1 | -10 | 7
Cc1ccc(NC(=O)CN(C)C(=O)COc2ccc(Br)cc2)cc1 | -1 | -1
CNC[C@H]1Oc2ccc(NC(=O)Nc3ccccc3)cc2CC(=O)N([C@H](C)CO)C[C@H]1C | 10 | 5
CCC(=O)Nc1cc(C(=O)O)ccc1Sc1ccccc1 | -3 | 18
CC(=O)Nc1ccc(S(=O)(=O)NNC(=O)COc2ccc(C(C)(C)C)cc2)cc1 | 4 | -4
O=C(Nc1nc(-c2ccc3c(c2)OCO3)cs1)C1COc2ccccc2O1 (stereo not given) | 1 | -6
Cc1cc(C)c(-c2csc(NC(=O)CCCc3nc4ccccc4c(=O)[nH]3)n2)c(C)c1 | 20 | -3
O=C(Cn1c(=O)oc2ccccc21)N1CCN(c2ccccc2)CC1 | -21 | -9
CC(CC(=O)O)C(=O)c1ccc(Cl)c([N+](=O)[O-])c1 (stereo not given) | 4 | -3
Cc1ccccc1NS(=O)(=O)c1cc(OCC(N)=O)c(C)cc1Cl | -7 | -4
O=C(NC1CC(=O)c2sccc21)c1ccc(Cl)cc1Cl (stereo not given) | -7 | 11
O=C(Cn1c(=O)oc2ccccc21)N1CCCCC1 | 11 | -5
COC(=O)c1ccc([C@H]2C=C(C(=O)O)O[C@@H](OCc3ccc(CO)cc3)C2)cc1 | -7 | -5
COc1ccc2nc(SCC(=O)NC3(C#N)CCCCC3)[nH]c2c1 | 4 | 0
Cc1cccc(NC(=O)Cn2c(=O)oc3ccccc32)c1 | -20 | 0
NC(=O)C1(NC2CCCCC2)CCN(Cc2ccccc2)CC1 | 9 | 9
C=CCCOc1ccccc1C(N)=O | 2 | -3
CC1C(C)N(C(=O)CCCl)c2ccccc2N1C(=O)CCCl (stereo not given) | -3 | 2
Cc1cccc(NC2=NC(=S)N(CC#N)C23CCCCC3)c1 | -11 | -4
Cc1cc(S(=O)(=O)Nc2ncnc3sccc23)ccc1F | -9 | 0
Cc1ccc(NC(=O)NN2CCN(C)CC2)cc1C | -3 | 5
COc1ccc([N+](=O)[O-])c(O)c1C(C)=O | -1 | 2
CSc1nc(N)c2cn[nH]c2n1 | -6 | 6
CC1CCCN(C(=O)CSCC(=O)Nc2nc(-c3cccs3)cs2)C1 (stereo not given) | 42 | -12
COCCNC(=O)NC(=O)COC(=O)c1ccc2[nH]c3c(c2c1)CCCC3 | -1 | 3
COc1ccc(N2C(=O)[C@H]3CCC=C[C@H]3[C@@H]2c2ccccc2Br)cc1 | -27 | 5
NS(=O)(=O)CCCc1ccccc1 | -3 | 1
Fc1ccc(-c2nc3ccccc3c3nc4ccccc4n23)cc1 | -1 | 0
CCn1nc(C(=O)Nc2ccc(Cl)c(S(=O)(=O)N3CCOCC3)c2)c2ccccc2c1=O | 31 | 3
CC(C)Cc1ccc(CN2CCCC(NC(=O)CCN3CCCO3)C2)cc1 (stereo not given) | 3 | -14
O=S(=O)(CC(O)COc1ccccc1Cl)c1ccccc1 (stereo not given) | -18 | 13
COC(=O)c1c(NC(=O)CN2CCN(c3ccccc3OC)CC2)c2cc(C)ccc2n1C | -10 | -10
C[C@@H](CC#N)CN1CC[C@H](C(C)(C)C)CCC1=O | 16 | 0
COc1ccc(CN(C(=O)c2ccc(C)cc2)c2cccc(N)c2)cc1 | 8 | 0
CCCC(=O)Nc1nnc(SCC(=O)Nc2nc(C)cs2)s1 | 6 | 3
Nc1cc(N)c2c(c1)C(=O)c1ccccc1-2 | 6 | 2
COc1cc(O)c(C(CCN2CCCCC2)c2ccc3c(c2)OCO3)c(OC)c1 (stereo not given) | 4 | -4
CN(Cc1cccnc1)C(=O)c1cc(COc2ccc3ncccc3c2)on1 | -10 | -3
O=C1NCCN(CC2CCN(CCC3CCCC3)CC2)C1=O | -6 | 14

# In the list so far, these contain a thiophene ring, fused or not.
SMILES | H9c2 TAG inh | H9c2 TAG inh DAPI viability
COC(=O)c1cc2ccsc2n1Cc1nc(-c2cccc(Cl)c2)oc1C | -6 | 12
c1csc(-c2nnsc2-c2nc3ccccc3[nH]2)c1 | 0 | -9
CC1CN(c2oc(-c3cccs3)nc2C#N)CC(C)O1 (stereo not given) | -5 | 8
O=C(NCc1cccs1)c1ccc2sc(COCCO)nc2c1 | 11 | -4
O=C(NC1CC(=O)c2sccc21)c1ccc(Cl)cc1Cl (stereo not given) | -7 | 11
Cc1cc(S(=O)(=O)Nc2ncnc3sccc23)ccc1F | -9 | 0
CC1CCCN(C(=O)CSCC(=O)Nc2nc(-c3cccs3)cs2)C1 (stereo not given) | 42 | -12

# Remaining list, next part
SMILES | H9c2 TAG inh | H9c2 TAG inh DAPI viability
Cc1cc(OCC(=O)N2CCc3ccccc3C2)c2c(-c3ccccc3)cc(=O)oc2c1 | 1 | 2
O=C(COc1ccc(Br)cc1)NCCCNC(=O)c1ccncc1 | -3 | 7
COc1ccc(NC(=O)C2(C)Cc3c(-c4ccc(C(N)=O)cc4)ccnc3O2)cn1 (stereo not given) | 10 | -2
CS(=O)(=O)N1CCN(c2ccccc2NC(=S)NC(=O)c2ccco2)CC1 | 30 | -2
Cc1ccc(C(=O)OCC(=O)N2C(C)CCCC2C)s1 (stereo not given) | 3 | 2
CCCN(CC1CC1)C(=O)CCc1nnc(C(OC)c2ccccc2)o1 (stereo not given) | 8 | 0
CC(C)C(=O)NC(=S)Nc1ccc(S(=O)(=O)N2CCN(C)CC2)cc1 | 8 | -1
CC(c1ccccc1)n1c(Cn2ncc3ccccc3c2=O)n[nH]c1=S (stereo not given) | -11 | 0
NC(=O)c1ccc(NC(=O)COC(=O)C2CCN(S(=O)(=O)c3cccs3)CC2)cc1 | 4 | -5
Cc1ccc(-n2nnnc2-c2cccs2)cc1[N+](=O)[O-] | 9 | 0
